GPR55 activation – GPR55 agonists via beta-arrestin recruitment, primary screen, imaging, U2OS cells, beta-arrestin-GFP redistribution (AID 1961); U2OS GPR55 beta-arrestin-GFP redistribution imaging; higher % means a stronger effect; activation, % at 10 µM; hits with a dose series show EC50 in µM; 290,000 tested, 0.048% active;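 active = activation above 40% with more than 50 cells counted in the well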;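 note: U2OS osteosarcoma cells stably expressing GPR55 and beta-arrestin-GFP; plate controls were DMSO negative control for no effect and LPI positive control for full effect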
KOR beta-arrestin-1 – KOR agonists, beta-arrestin recruitment, primary screen, cell-based, luminescence, uHTS (AID 1777); Kappa-type opioid receptor (Homo sapiens); KOR beta-arrestin recruitment, luminescence; higher % means a stronger effect; activation, % at 10 µM, or EC50 in µM where a hit was titrated; 280,000 tested, 0.02% active; in the data active = activation above about 50%, passing the limit was not always enough; note: a part of the inactive calls stands beside numbers as strong as those of hits
GPR55 LPI antagonism – GPR55 antagonists blocking LPI-driven arrestin recruitment, primary screen, imaging, U2OS, beta-arrestin-GFP, LPI agonist (AID 2013); inhibition, % at 10 µM; hits with a dose series show IC50 in µM; 290,000 tested, 0.13% active; G-protein coupled receptor 55 (Homo sapiens); U2OS GPR55 beta-arrestin-GFP translocation imaging, LPI antagonism; higher % means a stronger effect;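 active = spots per cell inhibited over 60%, with over 100 cells counted and total cytoplasm intensity under 500,000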;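 note: U2OS cells stably carrying GPR55 and arrestin-GFP stimulated by 5 µM LPI near EC80; imaged beta-arrestin-GFP aggregate spots per cell after agonist stimulation; plate controls were LPI-stimulated DMSO wells for no effect and DMSO wells without LPI for full effect; some results filed as inactive read as strong as hits; confirmed hits need IC50 under 10 µM and bright autofluorescent wells are also inconclusive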
NTR1 agonist – agonists of NTR1, primary screen, imaging, U2OS cells, beta-arrestin-GFP, high content (AID 493036); NTR1-U2OS beta-arrestin-GFP spot imaging, agonist mode; activation, % at 20 µM; 330,000 tested, 0.17% active;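 active = activation at or above 40% of the spot to cytoplasm intensity ratio, with at least 20 cells analyzed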;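 note: 0% = DMSO without peptide and 100% = 100 nM NTR1 peptide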
Target sequence (P30989 whole entry, looked up): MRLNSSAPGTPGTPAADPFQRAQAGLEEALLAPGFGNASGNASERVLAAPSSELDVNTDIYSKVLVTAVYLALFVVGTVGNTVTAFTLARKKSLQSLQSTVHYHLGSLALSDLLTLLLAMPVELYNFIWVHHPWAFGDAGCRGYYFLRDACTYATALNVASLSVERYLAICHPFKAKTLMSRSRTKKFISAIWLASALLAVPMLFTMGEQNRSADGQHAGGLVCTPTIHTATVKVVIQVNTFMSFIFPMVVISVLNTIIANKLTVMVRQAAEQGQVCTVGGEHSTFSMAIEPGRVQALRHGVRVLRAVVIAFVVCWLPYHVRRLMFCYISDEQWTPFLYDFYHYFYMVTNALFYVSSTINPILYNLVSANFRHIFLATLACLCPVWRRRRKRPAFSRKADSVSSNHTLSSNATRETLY
Rac1 GTP hydrolysis – MgcRacGAP GTPase-activating activity inhibitors, confirmation, biochemical, ADP Hunter fluorescence; MgcRacGAP-stimulated Rac1 GTP hydrolysis, ADP Hunter fluorescence; higher % means a stronger effect; GST-tagged Rac1 F28L mutant substrate; inhibition, % at 30 µM; hits with a dose series show IC50 in µM; 340,000 tested, 0.6% active; AID 624330, 2012;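 active = first-screen hits whose inhibition reached a set limit at any dose in the follow-up dose series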;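 note: fluorescence reports GDP produced by GAP-driven GTP hydrolysis; strong numbers were not always called active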
K1F lysis inhibition – inhibition of K1F phage lysis, E. coli UTI89, bacterial capsule biogenesis inhibitors, alamar blue (AID 488966) | inhibition, % at 100 µM; hits with a dose series show IC50 in µM | E. coli UTI89 K1F phage lysis, alamar blue, 2 h; higher % means a stronger effect | 340,000 tested, 0.02% active;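 active = phage lysis inhibition, versus mean bacterial control, above a set limit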;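 note: capsule biogenesis inhibitors block K1F phage lysis so surviving cells raise fluorescence; higher fluorescence means more inhibition of phage lysis; actives were called in the ten point dose series up to 300 µM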
KOR beta-arrestin-2 – KOR antagonists, beta-arrestin recruitment, cell-based, luminescence, uHTS (AID 1778); KOR beta-arrestin recruitment, luminescence, antagonist mode; higher % means a stronger effect; Kappa-type opioid receptor (Homo sapiens); 290,000 tested, 0.091% active; inhibition, % at 10 µM; hits with a dose series show IC50 in µM; in the data active = inhibition above about 50%; note: strong numbers were not always called active
GPR35 antagonists – GPR35 antagonists blocking zaprinast-driven arrestin recruitment, primary screen, imaging, U2OS, beta-arrestin-GFP, zaprinast agonist (AID 2058) | U2OS GPR35 beta-arrestin-GFP translocation imaging, zaprinast antagonism; higher % means a stronger effect | 290,000 tested, 0.052% active | inhibition, % at 10 µM, or IC50 in µM where a hit was titrated;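 active = inhibition of at least 50% with at least 30 cells and total cytoplasm GFP at most 10,000,000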
NOD1 NF-kB reporter – NOD1 signaling inhibitors, primary screen, cell-based, luminescence, uHTS (AID 1578); inhibition, % at 4 µM; hits with a dose series show EC50 in µM; 290,000 tested, 1% active; NOD1-driven NF-kB luciferase reporter cells, luminescence; higher % means a stronger effect; in the data active = inhibition mostly above about 36%, no sharp cut-off; inactive = mostly below about 34%;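 note: HEK-293T reporter cells stimulated with the NOD1 agonist gamma-tri-DAP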
NTR1 agonist cell count 20 µM – also measured in NTR1 agonist; calls as there; cell count; measured here: cell count, cytotoxicity flag
* marks the source's active call; other numbers are inactive results; · = not tested or not shown; [ ] = another dose, or the depositor's remark. The list is partial; rates above refer to the full screens.

SMILES	GPR55 activation	KOR beta-arrestin-1	GPR55 LPI antagonism	NTR1 agonist	NTR1 agonist cell count 20 µM	Rac1 GTP hydrolysis	K1F lysis inhibition	KOR beta-arrestin-2	GPR35 antagonists	NOD1 NF-kB reporter
Cc1ccc(NC(=O)CCSc2ccccc2)c(C)c1	-0.1%	-4.3%	0%	0.9	61	-1%	0.4%	2%[20 µM]	-9%	-53%
Cn1nc(C(=O)N2CCCCC2)c2c1-c1ccccc1S(=O)(=O)C2	-0.1%	3.8%	3%	-1.2	78	1%	-0.1%	-27%	-9%	-19%
O=C(Cn1cnc2scc(-c3ccc(Cl)cc3)c2c1=O)N1CCOCC1	-0.1%	-2.1%	17%	0.5	53	-3%	0.2%	20%	0%	-4%
CCCCc1ccc(-c2ccc(Br)cc2O)nc1	-0.1%	1.5%	11%	0.7	79	0%	0.2%	-1%	7%	-40%
Cc1cc(C(=O)NC2CCCN(Cc3ccccc3F)C2)no1 (stereo not drawn)	-0.1%	-2.2%	8%	1.6	44	15%	0.3%	-3%	12%	-19%
CCOc1ccc(C2CC(=O)c3c([nH]c(C(=O)OC)c3C)C2)cc1OC (stereo not drawn)	-0.2%	0.9%	7%	-1.1	57	10%	0.5%	21%	0%	-22%
Cc1ccc(CSC2=NCCN2C(=O)c2ccco2)cc1	-0.1%	-2.3%	0%	5.4	62	-1%	2.1%	-17%	2%	0%
CCOC(=O)c1c(C)[nH]c(C(=O)Cn2nnc(-c3ccccc3)n2)c1C	-0.2%	78%	-2%	-0.1	82	6%	0.9%	-29%	5%	-19%
Cc1ccc(NC(=O)C(=O)c2c[nH]c3ccccc23)cc1	0.8%	-2.3%	10%	-0.9	63	8%	0.2%	-15%[20 µM]	1%	-82%
CSc1cccc(NC(=O)CCS(=O)(=O)c2cccc3nonc23)c1	-0.2%	-3.4%	-2%	-0.2	47	13%	0.1%	12%	3%	-11%
CC1CCN(c2ccc(NC(=O)c3cccnc3)cc2)CC1	-0.2%	-4.8%	-3%	-1.3	73	0%	0.1%	68%	-6%	-28%
Cc1cccc(Nc2nc(C)cc(C)n2)c1	-0.1%	3.3%	4%	3.7	56	-4%	-0.1%	-52%[20 µM]	-1%	37%
CCOC(=O)c1nc(Nc2cccc(C)c2)c2ccccc2n1	0.6%	-3.8%	11%	4.7	64	10%	0.0%	0%	-19%	-31%
Cc1cc(=O)oc(C)c1C(=O)O	0.0%	-5.6%	9%	-2.3	60	5%	1.2%	22%	10%	-3%
CC(C)(C)NC(=O)CN(Cc1ccc2c(c1)OCO2)C(=O)CNS(=O)(=O)c1ccc(F)cc1	-0.1%	2.9%	-4%	2.1	45	6%	-0.1%	-17%	-9%	-52%
COc1cc(NC(=O)c2cccs2)c(OC)cc1NC(=O)CCC(=O)Nc1ccc2ncccc2c1	0.6%	-7.7%	3%	-1.2	88	21%	1.7%	-11%	-1%	-53%
Cc1ccc(CNC(=O)C(OC(=O)c2cccs2)C(C)C)cc1 (stereo not drawn)	-0.1%	4.7%	2%	0.3	56	6%	0.2%	-56%	5%	-10%
COc1ccc(C(=O)N[C@H](C(=O)Nc2sccc2C(N)=O)C(C)C)cc1	-0.2%	-5.2%	5%	0.6	43	5%	0.0%	16%	3%	-17%
O=S(=O)(NCc1cccnc1)c1ccc(Cl)c(Cl)c1Cl	-0.2%	2.6%	-9%	-1.8	55	5%	2.8%	-9%	-22%	-5%
CCC(=O)Nc1ccc(C(=O)N/N=C/c2c(C)[nH]c3ccccc23)cc1	0.8%	1.0%	4%	-2.3	106	11%	1.9%	-32%[20 µM]	2%	-33%
COCc1cc(C)n(CC(=O)Nc2ccc(Cl)cc2Cl)c(=O)c1C#N	-0.1%	·	-8%	1.4	75	-6%	2.9%	-2%	5%	-12%
Cn1c(SCC(=O)N2CCc3ccccc3C2)nnc1-c1cccs1	-0.4%	-3.3%	12%	1.6	98	0%	-1.1%	16%	10%	-19%
CCOC(=O)C1CCCN(c2oc(-c3ccc(F)cc3)nc2C#N)C1 (stereo not drawn)	0.2%	-5.1%	9%	1.6	27	4%	-0.6%	-33%	0%	-15%
Cc1ccc(CN2C(=O)CCC2C(=O)NCCN2CCN(c3cccc(Cl)c3)CC2)cc1 (stereo not drawn)	-0.2%	-2.6%	-1%	1.3	61	10%	0.2%	28%	-10%	-4%
COC(=O)c1ccc2c(=O)[nH]c(CSc3nc(C)cs3)nc2c1	0.0%	-4.6%	-4%	0.8	43	0%	-1.8%	-2%	6%	-33%

Ordered by the number under GPR35 antagonists (rising): some entries from above.
SMILES,GPR35 antagonists
Cn1nc(C(=O)N2CCCCC2)c2c1-c1ccccc1S(=O)(=O)C2,-9%
CCOc1ccc(C2CC(=O)c3c([nH]c(C(=O)OC)c3C)C2)cc1OC (stereo not drawn),0%
COc1ccc(C(=O)N[C@H](C(=O)Nc2sccc2C(N)=O)C(C)C)cc1,3%

The results go on.
SMILES	GPR55 activation	KOR beta-arrestin-1	GPR55 LPI antagonism	NTR1 agonist	NTR1 agonist cell count 20 µM	Rac1 GTP hydrolysis	K1F lysis inhibition	KOR beta-arrestin-2	GPR35 antagonists	NOD1 NF-kB reporter
CCN1C(=O)N[C@H](c2ccc(Br)cc2)C(C(C)=O)=C1C	-0.2%	5.1%	3%	1.3	89	-3%	0.1%	-44%	-5%	48%
O=C(Nc1nnc(-c2ccccc2Cl)s1)C1CCN(S(=O)(=O)c2ccc(Cl)cc2)CC1	-0.2%	-4.3%	2%	2.2	44	-2%	3.2%	-18%	2%	-31%
CCCCCOc1ccc(CSC2=NCCN2)cc1[N+](=O)[O-]	0.3%	-0.6%	13%	-0.6	79	5%	1.2%	-24%	13%	-34%
CCc1ccc(-n2c(=O)c3c(C)c(C(=O)N(C)C)sc3n(CC(=O)NCC3CCCO3)c2=O)cc1 (stereo not drawn)	0.3%	3.9%	10%	2.0	66	7%	-0.1%	-12%	8%	-60%
Cc1cc(=O)oc(C)c1C(=O)N1CCN(Cc2ccc3c(c2)OCO3)CC1	-0.2%	-6.3%	5%	-2.0	32	4%	1.7%	7%	0%	11%
Cc1ccccc1NC(=S)Nc1ccc2cn[nH]c2c1	-0.4%	-2.9%	3%	-0.4	49	10%	0.2%	-5%	-1%	-47%
CC(C)(C)Nc1nc(NN)nc(NC(C)(C)C)n1	0.3%	2.5%	8%	1.6	39	15%	2.6%	0%	11%	13%
O=C(CCNS(=O)(=O)c1cccs1)N1CCCCCC1	-0.2%	4.0%	4%	0.7	51	4%	0.3%	-6%	12%	-5%
COc1ccc(N2CN=C3SCC(=O)N3C2)cc1	0.3%	-2.6%	16%	-1.8	60	16%	0.4%	-16%	-12%	5%
CCOC(=O)C1CCCC(NS(=O)(=O)c2ccc(NC(C)=O)cc2)C1 (stereo not drawn)	-0.2%	-2.7%	-4%	-0.1	67	8%	0.1%	-13%	6%	-12%
Cc1c(Cl)cccc1NC(=O)CS(=O)(=O)c1ccccc1	0.4%	-4.5%	0%	-0.9	57	1%	0.1%	-9%	-4%	8%
O=C(Cc1c[nH]c2ccccc12)Nc1nc2ccccc2[nH]1	-1.0%	2.2%	-9%	-2.9	86	1%	1.0%	22%	7%	-58%
Cc1ccc(C(=O)Nc2ccc3c(c2)CCC3)cc1S(=O)(=O)N1CCOCC1	-0.2%	-2.6%	4%	-0.1	75	9%	0.2%	-7%	2%	-27%
COc1ccc(/C=C2/CCc3ccccc3C2=O)cc1OC	-0.1%	2.5%	24%	3.2	57	5%	-0.1%	21%	0%	12%
O=C(CCC(=O)Nc1ccccc1)N/N=C/c1ccc2c(c1)OCO2	-0.1%	0.1%	2%	0.8	47	5%	-0.2%	14%	11%	-25%
CCOc1ccc(CCNC(=O)c2[nH]c(C)c(C(C)=O)c2C)cc1OCC	0.1%	-2.4%	-7%	-1.4	81	8%	0.1%	-44%	-15%	-14%
CCn1c(CN2c3ccccc3Sc3ccccc32)n[nH]c1=S	-0.2%	2.7%	-8%	-0.2	52	-6%	-0.5%	-10%	2%	-6%
O=C(O)c1ccc(N2C(=O)CC(Cc3ccccc3)C2=O)cc1 (stereo not drawn)	-0.2%	-7.1%	7%	0.1	79	2%	0.5%	-1%	12%	-2%
CCOc1ccc(-c2cnc3ccccc3n2)cc1	0.0%	3.1%	-6%	-0.7	27	9%	0.7%	9%	15%	-8%
COc1cc2c(c(OC)c1OC)-c1ccc(OC)c(=O)cc1C(NC(C)=O)CC2 (stereo not drawn)	0.9%	5.0%	-15%	4.4	71	·	0.2%	-103%	-2%	0%
O=C(NCCNc1ccc([N+](=O)[O-])cc1)c1ccco1	0.0%	-5.5%	8%	0.7	47	2%	2.5%	-10%	-10%	-31%
O=C(CN1CCCc2ccccc21)NCc1ccccc1Cl	-0.2%	1.2%	-6%	1.2	52	0%	11%	15%	8%	-18%
COc1cc(C2N(c3ccc(Cl)c(Cl)c3)C(=O)C3CCCN32)cc(OC)c1OC (stereo not drawn)	0.0%	0.0%	30%	0.0	59	1%	-0.4%	14%	1%	-23%
COC(=O)Cc1cc(=O)oc2cc(O)ccc12	-0.2%	-4.3%	11%	1.2	44	8%	-0.1%	12%	-5%	-32%
CCOC(=O)N1CCC2(CC1)C(C#N)=C(N)OC1=C2C(=O)CC(C)(C)C1	-0.2%	0.0%	6%	-1.6	29	-17%	-0.3%	8%	14%	-6%
The list continues.
SMILES	GPR55 activation	KOR beta-arrestin-1	GPR55 LPI antagonism	NTR1 agonist	NTR1 agonist cell count 20 µM	Rac1 GTP hydrolysis	K1F lysis inhibition	KOR beta-arrestin-2	GPR35 antagonists	NOD1 NF-kB reporter
CN1C(C(=O)Nc2ccccn2)=C(O)c2sc(Cl)cc2S1(=O)=O	0.6%	-5.2%	1%	2.7	58	-2%	3.6%	6%[20 µM]	-11%	-6%
Nc1cc(=O)[nH]c(SCc2ccc(Cl)cc2Cl)n1	-0.1%	-1.0%	-20%	-1.1	89	2%	0.2%	-21%	28%	9%
COC(=O)N/N=C/c1ccc(OC(=O)/C=C/c2ccco2)cc1	-0.2%	9.5%	-2%	2.7	57	·	·	-12%	2%	-10%
Cc1nn(C)c(C)c1S(=O)(=O)NC1CCCC1	-0.1%	0.3%	36%	-0.3	53	0%	-0.6%	1%	15%	4%
[O-]/[N+](=C\c1ccncc1)c1ccc(Br)cc1	0.2%	-1.6%	-2%	1.6	63	12%	-0.5%	28%	9%	-81%
CC1=CC2=NC(=O)/C(=C/c3coc4ccccc4c3=O)C(=N)N2O1	-0.1%	-0.7%	-2%	2.2	59	·	·	28%	-20%	-5%
COc1cccc(Nc2nc(-c3sc(N)nc3C)cs2)c1	-0.1%	-4.2%	71%	-1.5	50	12%	0.6%	30%	-2%	-24%
